TEAD-YAP inh – TEAD-YAP interaction inhibition, primary screen, TEAD-YAP interaction inhibitor project, luminescence, HEK-TIYL cells; TEAD-Gal4/YAP UAS-luciferase luminescence; inhibition, % at 9.12 µM; 640,000 tested, 1.4% active; AID 1259422, 2018; in the data active means inhibition above about 32%;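 further: 0% = median of test compound wells and 100% = reference inhibitor wells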
GPR151 activ – activators of human GPR151, primary screen, cell-based, PathHunter beta-arrestin, luminescence. 650,000 tested, 1% active. AID 1508602, 2020. PathHunter beta-arrestin GPR151 cells. G-protein coupled receptor 151 (Homo sapiens), Q8TDV0. activation, % at 11.2 µM; in the data active means activation above about 4.9%;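 further: 0% = median of compound wells and 100% = cells with positive control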
Target sequence (Q8TDV0 whole entry, looked up): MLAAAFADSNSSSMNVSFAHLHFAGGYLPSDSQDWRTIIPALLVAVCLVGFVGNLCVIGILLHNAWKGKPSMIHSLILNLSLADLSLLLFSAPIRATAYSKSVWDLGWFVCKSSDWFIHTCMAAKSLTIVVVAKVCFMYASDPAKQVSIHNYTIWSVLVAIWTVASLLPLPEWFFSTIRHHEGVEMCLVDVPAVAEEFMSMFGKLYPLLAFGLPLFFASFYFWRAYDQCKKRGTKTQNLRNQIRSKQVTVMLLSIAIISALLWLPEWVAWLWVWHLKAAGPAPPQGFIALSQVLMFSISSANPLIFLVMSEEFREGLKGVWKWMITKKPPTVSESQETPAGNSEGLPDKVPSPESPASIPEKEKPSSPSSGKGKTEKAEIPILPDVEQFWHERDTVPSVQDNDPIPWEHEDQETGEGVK
MITF primary – MITF inhibitors, primary screen, biochemical, AlphaScreen, human; AlphaScreen MITF homodimerization, bead proximity signal; inhibition, % at 2.6 µM; 650,000 tested, 0.91% active; AID 1259374, 2018; in the data active means inhibition above about 50%;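 further: 0% = vehicle wells with protein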
Target sequence (O75030 whole entry, looked up): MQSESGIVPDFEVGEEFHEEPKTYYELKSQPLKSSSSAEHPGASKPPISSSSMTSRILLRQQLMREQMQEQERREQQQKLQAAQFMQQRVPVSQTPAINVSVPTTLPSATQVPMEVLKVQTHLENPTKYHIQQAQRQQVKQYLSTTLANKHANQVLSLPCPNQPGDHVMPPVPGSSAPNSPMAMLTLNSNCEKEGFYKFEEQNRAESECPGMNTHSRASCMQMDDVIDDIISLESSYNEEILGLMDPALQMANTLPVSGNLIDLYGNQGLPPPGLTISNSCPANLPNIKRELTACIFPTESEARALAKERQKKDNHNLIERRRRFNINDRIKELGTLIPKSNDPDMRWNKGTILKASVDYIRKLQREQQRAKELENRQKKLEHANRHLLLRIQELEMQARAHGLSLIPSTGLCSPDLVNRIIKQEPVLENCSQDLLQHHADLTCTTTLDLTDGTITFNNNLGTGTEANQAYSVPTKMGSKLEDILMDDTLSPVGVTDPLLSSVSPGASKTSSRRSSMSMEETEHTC
FBW7 act – FBW7 E3 ligase activators, primary screen, biochemical, AlphaScreen, human | F-box/WD repeat-containing protein 7 (Homo sapiens), Q969H0 | AlphaScreen FBW7–phospho-cyclin E peptide binding, activator screen | normalized activity (activation), % at 26.1 µM | 650,000 tested, 0.13% active | AID 1259310, 2017; in the data active means normalized activity above about 1.9%;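 further: purified mutant Fbw7 with reduced substrate affinity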
The depositor's hits bear a star.

Every second line gives: TEAD-YAP inh, GPR151 activ, MITF primary, FBW7 act
Cc1[nH]n(-c2ccccc2)c(=O)c1C(c1ccccc1Cl)c1c(C)[nH]n(-c2ccccc2)c1=O
  0, -0.1, 4, -1.3
Cc1cc(OC(C)C(=O)Nc2sc(C)c(C)c2C(N)=O)ccc1Cl (centres undefined)
  -1, 1.0, 5, 0.0
COc1ccc(-c2cc3nc4n(c(=O)c3s2)CCCCC4)cc1
  -79, -2.4, 13, 0.2
CCOC(=O)c1sc2nc(C)nc(NC3CCCCC3C)c2c1C (centres undefined)
  7, -1.2, 4, 0.0
O=c1oc2ccc3ccccc3c2cc1-c1nnc(Nc2cccc(C(F)(F)F)c2)s1
  -5, -1.5, 17, 1.2
COc1cccc(-c2cncc(-c3cccc(C(=O)NCCN(C)C)c3)n2)c1
  -6, -1.4, 18, 0.6
Cc1cc2ccccc2c(=O)n1Cc1ccccc1
  16, 1.4, 10, 0.1
O=C1CC(c2ccccc2C(F)(F)F)c2cc(Br)c3ccccc3c2N1 (centres undefined)
  7, -0.5, -11, -0.1
Cc1c(Cl)cccc1NC(=O)CSc1nc2c(-c3ccccc3)csc2c(=O)n1C
  8, -0.5, -10, -0.1
CCn1c(SC)nnc1C1CCN(C(=O)NCc2ccccc2)CC1
  0, 0.1, -8, 0.0
O=C(c1cccs1)C(O)NS(=O)(=O)c1ccccc1 (centres undefined)
  6, -1.3, 13, 0.1
Cc1ccc(OCCOCCOc2ccccc2/C=N\n2cnnc2)cc1
  10, 0.4, -12, -0.1
Cc1ccc(N(CCCCN2C(=O)c3ccccc3C2=O)C(=O)C(C)C)cc1
  15, -1.7, 11, 0.3
CCCNC(=O)C(=O)Nc1ccc(OC)cc1
  -62, -2.9, 17, 0.7
CCCc1cc(=O)[nH]c2nnc(SCC(=O)NC(C)(C)C)n12
  -8, -1.5, 16, 0.1
COc1ccc(CCNC(=O)CSc2nc3ccccc3c(=O)n2CCc2ccc(S(N)(=O)=O)cc2)cc1OC
  3, -0.4, -14, -0.1
C=CCSc1nnc2c(n1)OC(c1ccccc1F)N(C(C)=O)c1ccccc1-2 (centres undefined)
  4, -1.2, 11, 0.2
N/C(=N/NC(=O)c1ccncc1)c1cc2ccccc2oc1=O
  12, 0.6, 8, 0.2
COc1ccc(C2C(C#N)=C(N)Oc3c2sc2ccccc32)cc1[N+](=O)[O-] (centres undefined)
  15, -0.3, 15, 0.3
c1ccc(-c2cn3ccsc3n2)cc1
  -23, -5.5, 7, 0.2
COc1ccc(N2C(S)=C(C#N)C(=O)NC2c2cc(OC)ccc2OC)cc1 (centres undefined)
  -3, -2.0, 10, 0.2
CC(C)OC(=O)/C(C#N)=C/c1cn(C)c2ccccc12
  9, -0.2, 8, 0.0
COc1cc(OC)cc(C(=O)Nc2ccc3oc(-c4ccc(C)cc4)nc3c2)c1
  -35, -0.4, 3, 0.1
CC(C)n1cnc2c(NCCN3CCOCC3)nc(-c3ccc(N4CCN(C)CC4)cc3)nc21
  14, -1.5, 3, -0.1
CCCOC(=O)c1ccc(NC(=O)C(=O)NCCN(CC)CC)cc1
  12, 0.3, 14, 0.0
O=C(Nc1ccc(F)c([N+](=O)[O-])c1)c1ccc(Br)o1
  16, -0.3, 4, -0.1
CCOC(=O)CNC(=O)c1sc2nc(C)nc(N3CCOCC3)c2c1C
  -14, -0.9, 8, 0.2
O=C(O)c1ccc2c(c1)C(=O)N(NC(=O)c1ccc(O)cc1)C2=O
  -18, -1.5, 17, 0.1
CC(=O)c1ccc(NC(=O)C(C)Sc2ccc(Cl)cc2)cc1 (centres undefined)
  1, -0.9, 4, 0.9
OC1CCN(c2ncn(-c3ccc(Nc4nccc(-c5cccc(N6CCOCC6)c5)n4)cc3)n2)CC1
  82*, 0.7, -9, 0.1
CCCCc1ncc(CN2CCCC(CO)(Cc3cccc(OC)c3)C2)[nH]1 (centres undefined)
  5, 1.5, 4, 0.1
O=C(NCC1CCCO1)c1ccc(OC2CCN(C(=O)C3CC3)CC2)cc1 (centres undefined)
  -10, 0.8, -1, 0.0
COc1cc(C(=O)Nc2c3c(nn2C(C)(C)C)CS(=O)(=O)C3)cc(OC)c1OC
  1, -1.5, 1, 0.1
OCCN(Cc1ccccc1)Cc1cc(-c2ncccn2)ccc1O
  -9, -1.3, 9, 0.3
CCSc1nnc2c(n1)OC(c1cc(Cl)cc(OC)c1OC)N(C(=O)CC)c1ccccc1-2 (centres undefined)
  -5, -0.6, 8, 0.3
COc1ccc(-c2noc(-c3ccco3)n2)cc1
  60*, -10, -10, -0.1
COc1ccc(O)c(/C=N/Nc2ccc([N+](=O)[O-])cc2)c1
  -29, -0.2, 4, -0.1
COc1ccc(-c2cc(N3CCN(C(=O)COc4ccc(C)cc4OC)CC3)ncn2)cc1
  1, -0.8, 15, 0.1
CCNC(=O)NC(=O)C(C)OC(=O)[C@H](C)NS(=O)(=O)c1c(C)c(C)cc(C)c1C (some centres undefined)
  4, -0.9, -10, -0.1
C=CCOc1ccc(C2C3=C(CCCC3=O)N(C)C3=C2C(=O)CCC3)cc1
  5, -0.2, 13, 0.0

Grouped by structure, the compounds so far containing an NH in an aromatic ring (three)
Every second line gives: TEAD-YAP inh, GPR151 activ, MITF primary, FBW7 act
Cc1[nH]n(-c2ccccc2)c(=O)c1C(c1ccccc1Cl)c1c(C)[nH]n(-c2ccccc2)c1=O
  0, -0.1, 4, -1.3
CCCc1cc(=O)[nH]c2nnc(SCC(=O)NC(C)(C)C)n12
  -8, -1.5, 16, 0.1
CCCCc1ncc(CN2CCCC(CO)(Cc3cccc(OC)c3)C2)[nH]1 (centres undefined)
  5, 1.5, 4, 0.1

The listing picks up, repeating the 3 entries before the break.
Every second line gives: TEAD-YAP inh, GPR151 activ, MITF primary, FBW7 act
COc1ccc(-c2cc(N3CCN(C(=O)COc4ccc(C)cc4OC)CC3)ncn2)cc1
  1, -0.8, 15, 0.1
CCNC(=O)NC(=O)C(C)OC(=O)[C@H](C)NS(=O)(=O)c1c(C)c(C)cc(C)c1C (some centres undefined)
  4, -0.9, -10, -0.1
C=CCOc1ccc(C2C3=C(CCCC3=O)N(C)C3=C2C(=O)CCC3)cc1
  5, -0.2, 13, 0.0
CCc1nn(CC(=O)N2CCCC(C)C2)c(=O)c2cc3occc3n12 (centres undefined)
  -7, -0.9, 4, -0.1
Cc1ccc(NC(=O)CSc2nnc(-c3cccnc3)n2C)cc1[N+](=O)[O-]
  4, -0.9, 13, 0.7
CN(C)c1nc(N)nc(CSc2ccccn2)n1
  -4, -0.9, -2, 0.0
O=C(NCCc1ccc(Cl)cc1)Nc1ccc(F)cc1
  -10, 1.0, -8, -0.1
NS(=O)(=O)c1ccc(Nc2nccc(Oc3ccccc3)n2)cc1
  -3, -0.4, 6, -0.1
Cc1ccc(NC(=O)CSC(C)c2nc3ccccc3c(=O)[nH]2)cc1 (centres undefined)
  -3, 0.3, 6, 0.3
O=C(CN1CCC(c2nnc(-c3ccco3)o2)CC1)Nc1cccc(Cl)c1Cl
  10, -0.6, 20, 0.2
COc1ccc(NC(=O)CCc2ccccc2)c(OC)c1
  -9, -0.9, 22, 0.1
C=CCn1c(COc2ccc(Cl)c3cccnc23)nnc1SCC(N)=O
  -29, 0.1, -5, -0.2
COc1ccc(-c2cn3cccnc3n2)cc1NS(=O)(=O)c1ccc(Cl)cc1
  -6, 0.5, -5, 0.0
CC1=C(C(=O)Nc2ccccc2F)C(c2ccc(Br)cc2)NC(=O)N1 (centres undefined)
  -4, 1.2, -7, 0.0
Fc1cccc(NCc2ccc(Br)o2)c1N1CCC2(CC1)OCCO2
  2, -1.7, 11, 0.0
CCC(=O)Nc1nc2c(Cl)c(Cl)ccc2s1
  16, -0.2, -7, 0.3
Cc1ccc(F)cc1-n1c(/C=C/c2ccc(OC(F)F)cc2)nc2cc(Cl)ccc2c1=O
  17, 0.0, -2, 0.0
Cc1c(NC(=S)NCCCN(C)C)c(=O)n(-c2ccccc2)n1C
  2, 2.5, 1, 0.1
O=C(O)c1[nH]c2ccccc2c1CNC1CCCCCC1
  -4, -0.2, 9, 0.8
CCOC(=O)c1c(N)sc(C)c1CC
  10, -0.4, 5, -0.2
CCNc1nc(Sc2cc(C)nc(Cl)n2)nc(N2CCOCC2)n1
  -4, 0.9, -8, -0.1
COc1ccc(/C=N\NC(=O)c2ccc(O)cc2)cc1O
  -6, -0.2, 10, 0.4
Cn1c(=O)c2c(ncn2CC(=O)Nc2cccnc2)n(C)c1=O
  12, -1.6, 14, 0.5
Cc1ccccc1CC(=O)NCCn1nc(-c2cccs2)oc1=O
  1, -0.6, 26, 0.5
O=S(=O)(c1ccc(-c2csc(=Nc3cccc(C(F)(F)F)c3)n2Cc2ccc(Cl)cc2)cc1)N1CCCC1
  -6, 2.3, 18, 0.6
O=C(CC1CC(=O)Oc2ccccc21)Nc1nccs1 (centres undefined)
  7, -1.2, 9, 0.1
CC(=O)SCCC(=O)N1CCn2c3c(c4cc(C)ccc42)CCCC31 (centres undefined)
  0, -0.8, 14, -0.1
CC(C)CNC(=O)CN(Cc1ccc(Br)cc1)S(=O)(=O)c1ccccc1
  6, 0.7, 3, 0.0
CN(C)C(=O)Nc1ccc(Br)cc1
  -1, 0.1, -8, 0.0
Clc1cc(N2CCCC2)nc(N2CCCC2)n1
  9, 0.3, 11, 0.6
CC(C)c1cn[nH]c1C1CCCN(Cc2cccc3c2OCO3)C1 (centres undefined)
  19, 0.4, 11, 0.8
O=C(C1=Cc2ccccc2OC1)N1CCc2c(nc(N3CCOCC3)[nH]c2=O)C1
  -6, -0.5, 3, -0.2
Cc1cccc(-c2cc3nc4c(c(N5CCN(c6cnccn6)CC5)n3n2)CCC4)c1
  -12, 1.7, -6, -0.1
CCCNC(=O)CCc1nnc2ccc(N(CC)CC)nn12
  -2, -1.7, 14, 0.4
C=CCN1C(=S)N(c2ccc(OC)cc2)C2CS(=O)(=O)CC21 (centres undefined)
  -1, 1.0, -5, 0.0
O=C(NC(=O)c1cccc(C(F)(F)F)c1)OC1CCS(=O)(=O)C1 (centres undefined)
  -3, 0.5, -14, 0.1
CCOc1cc(/C=N/NC(=O)Cn2cnc3ccccc32)ccc1O
  10, 0.5, 16, -0.1
O=C(CS(=O)CC(=O)Nc1ccc(F)cc1)NCc1ccco1 (centres undefined)
  -12, 0.3, -4, 0.0
Cc1cccc(C(=O)Nc2ccccc2N2CCOCC2)c1
  3, 0.4, 4, 0.0
Cc1cc(C(=O)COC(=O)c2ccc(N)c([N+](=O)[O-])c2)c(C)n1CC1CCCO1 (centres undefined)
  -60, -0.2, 17, 1.1
CCCCOc1ccc(-c2nn(-c3ccccc3)cc2/C=c2\sc3nc(=O)c(C)nn3c2=O)cc1
  8, 1.0, 2, -0.1
O=C(CSC1=Nc2ccccc2C2=NC(Cc3ccccc3)C(=O)N12)c1ccccc1 (centres undefined)
  12, -1.2, 14, 0.1
O=C(COc1ccc([N+](=O)[O-])cc1)Nc1ccc(Oc2ccccc2)cc1
  2, 3.4, -10, 0.1
O/N=C1\CCCc2nn(-c3ccc(Cl)cc3Cl)nc21
  -17, 0.6, 0, -0.1
COc1cccc(Cn2cc(C)cc(NC(=O)c3cccc(Cl)c3)c2=O)c1
  3, -0.6, -13, 0.0
Nc1nonc1C(=O)NCc1ccccc1
  -11, -1.9, 0, -0.1
Cc1ccc(-c2nc3scc(CCNC(=O)COc4ccccc4)n3n2)cc1
  1, -1.9, 2, 0.0
CCOc1ccc2c(c1)N(C(=O)Cc1ccc(F)cc1)C(C)(C)C(=S)C2=C1SC(C(=O)OC)=C(C(=O)OC)S1
  4, -0.2, 41, -0.5
Cc1ccc(NC(=O)c2ccc(Cl)cc2)cc1
  -67, -1.4, 1, 0.2
Cc1nc(C(=O)N2CCc3c([nH]c4ccccc34)C2c2ccccn2)cs1 (centres undefined)
  3, 0.0, -5, 0.1
COc1ccc(S(=O)(=O)n2[nH]c(=O)c(CCO)c2C)c([N+](=O)[O-])c1
  8, 4.8, 0, 0.1

Reprinted at random: 2 records from the list, in no set order.
Every second line gives: TEAD-YAP inh, GPR151 activ, MITF primary, FBW7 act
COc1cccc(Cn2cc(C)cc(NC(=O)c3cccc(Cl)c3)c2=O)c1
  3, -0.6, -13, 0.0
Cc1ccc(NC(=O)c2ccc(Cl)cc2)cc1
  -67, -1.4, 1, 0.2

Screening results as filed in PubChem BioAssay.
